# SENP8 block-1: human SENP8 protease inhibitors, primary screen, biochemical, fluorescence, Nedd8 protein substrate, uHTS | Sentrin-specific protease 8 (Homo sapiens), Q96LD8 | recombinant SENP8 | inhibition, % at 20 µM | actives 0.64% (n = 360,000) | AID 602440, 2012; in the data active = inhibition mostly above about 40%, no sharp cut-off; inactive = mostly below about 27%
# NLRP3 yeast inh: NALP3 inflammasome inhibitors in reconstituted yeast, primary screen, luminescence, uHTS | Yeast reconstituted NLRP3/ASC/caspase-1, beta-gal luminescence, 24 h | inhibition, % at 10 µM | actives 0.39% (n = 330,000) | AID 2825, 2010;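 active = inhibition of 50% or more; inactive = inhibition below 50%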;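 also: plate controls were induced DMSO wells for no effect and uninduced yeast grown without galactose for full effect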
# SENP8 block-2: SENP8 protease inhibitors, primary screen, biochemical, luminescence; purified SENP8, Z-RLRGG-aminoluciferin cleavage; Sentrin-specific protease 8 (Homo sapiens), Q96LD8; inhibition, % at 10 µM; AID 2540, 2010; actives 1.2% (n = 330,000); in the data active = inhibition above about 50%
# PfG6PD inh: PfG6PD enzyme inhibitors, primary screen, biochemical, fluorescence intensity, uHTS. glucose-6-phosphate dehydrogenase-6-phosphogluconolactonase (Plasmodium falciparum 3D7). PfGluPho enzyme, NADPH resazurin-diaphorase fluorescence. inhibition, % at 20 µM. actives 0.78% (n = 350,000). AID 504690, 2011;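 active = inhibition reaching at least a set limit at 20 µM in the primary screen, cut at about 59% in these data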;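 also: 0% = DMSO wells with substrate and 100% = DMSO wells lacking glucose-6-phosphate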
# SENP6 inh: SENP6 protease inhibitors, primary screen, biochemical, luminescence, uHTS; Recombinant SENP6 catalytic domain, aminoluciferin luminescence; actives 1.8% (n = 330,000); inhibition, % at 10 µM;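 active = inhibition above about 50% at the single tested dose, limit read from the data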;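 also: plate controls were DMSO wells with enzyme for no effect and DMSO wells lacking enzyme for full effect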
# SENP1 inh: human SENP1 catalytic domain inhibitors, primary screen, biochemical, FRET, uHTS; Sentrin-specific protease 1 (Homo sapiens), Q9P0U3; recombinant SENP1 catalytic domain, CyPet-SUMO1-YPet FRET cleavage; inhibition, % at 10 µM; actives 0.21% (n = 360,000);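 active = inhibition at least 30% at 10 µM, raw YFP signal under a set limit, fluorescence ratio 0.5 to 1.5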;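 also: 0% = enzyme with DMSO and 100% = no enzyme wells; some results filed as inactive read as strong as hits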
#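 Material – human SENP1 catalytic domain · Input – SENP1 enzyme, 20 pM final · Compound dosing – single concentration of 10 µM compound, 0.5% DMSO final · Timing – enzyme reaction for 50 min at room temperature, dark · Measured by – FRET fluorescence in CFP and YFP emission channels · Control set – no-enzyme wells low, DMSO-plus-enzyme wells high control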
# HKDC1 inhibitor: HKDC1 hexokinase inhibitors, primary screen, biochemical, fluorescence, uHTS. Q2TB90. recombinant HKDC1, G6PDH/diaphorase resazurin coupled fluorescence. inhibition, % at 20 µM. actives 0.16% (n = 340,000);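 active = inhibition above about 35% when tested at 20 µM, limit read from the data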;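 also: plate controls were DMSO wells with enzyme for no effect and DMSO wells lacking enzyme for full effect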
#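 Material – in-house recombinant HK5 (HKDC1) enzyme · Quantity – HKDC1 at 5 µg/mL · Buffer or medium – pH 8.0 Tris buffer with 10 mM MgCl2 · Reagent – glucose with 1 mM ATP · Dosing – single 20 µM dose · Times – reaction time 90 min, room temperature, protected from light · Technique – resorufin fluorescence at 613 nm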
# SENP7 inh: SENP7 protease inhibitors, primary screen, biochemical, luminescence, uHTS; AID 434973, 2010; Sentrin-specific protease 7 (Homo sapiens), Q9BQF6; inhibition, % at 5 µM; recombinant SENP7, Z-RLRGG-aminoluciferin luminescence, 40 min; actives 1.5% (n = 330,000);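 active = inhibition above about 50% at the single test dose, limit read from the data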;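 also: plate controls were DMSO with enzyme for no effect and no enzyme buffer wells for full effect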
# Apaf1 inhib: inhibitors of human Apaf-1 apoptosome, primary screen, biochemical, DEVD-Rh110 fluorescence, uHTS; inhibition, % at 20 µM; actives 0.71% (n = 330,000); reconstituted apoptosome caspase-3 activity; AID 489030, 2010; Apoptotic protease-activating factor 1 (Homo sapiens), O14727; active = inhibition of at least 40% at 20 µM;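 also: plate controls were DMSO wells for no effect and DEVD-CHO caspase inhibitor wells for full effect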
# Target sequence (O14727 whole entry, looked up): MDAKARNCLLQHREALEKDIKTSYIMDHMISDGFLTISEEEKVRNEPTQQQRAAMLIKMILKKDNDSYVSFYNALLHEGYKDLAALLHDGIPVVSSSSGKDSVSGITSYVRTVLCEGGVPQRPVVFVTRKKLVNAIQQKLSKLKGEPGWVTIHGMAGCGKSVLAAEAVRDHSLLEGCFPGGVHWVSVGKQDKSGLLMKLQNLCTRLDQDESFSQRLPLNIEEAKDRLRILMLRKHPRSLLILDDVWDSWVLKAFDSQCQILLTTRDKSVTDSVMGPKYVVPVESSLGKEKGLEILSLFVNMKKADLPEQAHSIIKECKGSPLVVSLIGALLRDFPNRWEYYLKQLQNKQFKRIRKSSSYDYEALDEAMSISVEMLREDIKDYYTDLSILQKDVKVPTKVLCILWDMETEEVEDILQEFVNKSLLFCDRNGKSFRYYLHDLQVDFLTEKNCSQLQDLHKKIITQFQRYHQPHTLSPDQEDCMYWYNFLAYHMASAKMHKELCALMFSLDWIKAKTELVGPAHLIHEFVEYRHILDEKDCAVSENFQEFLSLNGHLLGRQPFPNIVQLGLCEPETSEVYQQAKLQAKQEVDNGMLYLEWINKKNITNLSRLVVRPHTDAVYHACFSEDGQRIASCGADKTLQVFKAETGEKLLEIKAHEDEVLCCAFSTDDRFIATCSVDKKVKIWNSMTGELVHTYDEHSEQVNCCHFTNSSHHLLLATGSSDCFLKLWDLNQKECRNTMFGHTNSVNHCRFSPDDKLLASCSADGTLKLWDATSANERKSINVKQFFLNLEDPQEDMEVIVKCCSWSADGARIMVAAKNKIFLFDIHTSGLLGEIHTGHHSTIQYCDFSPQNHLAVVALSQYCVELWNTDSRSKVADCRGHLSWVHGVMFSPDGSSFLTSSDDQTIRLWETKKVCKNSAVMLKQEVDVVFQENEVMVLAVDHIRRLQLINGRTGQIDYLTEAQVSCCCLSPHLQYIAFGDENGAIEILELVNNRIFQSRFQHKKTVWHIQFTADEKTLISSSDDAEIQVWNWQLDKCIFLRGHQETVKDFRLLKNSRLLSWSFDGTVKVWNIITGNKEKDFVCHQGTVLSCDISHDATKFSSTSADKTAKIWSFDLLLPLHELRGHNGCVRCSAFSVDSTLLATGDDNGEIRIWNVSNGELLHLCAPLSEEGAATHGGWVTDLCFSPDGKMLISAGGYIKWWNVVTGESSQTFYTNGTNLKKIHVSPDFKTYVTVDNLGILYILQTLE
#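 Material: cell-free apoptosome with Apaf-1, procaspase-3 and caspase-9; Buffer or medium: Hepes pH 7.5 with detergent and BSA; Reagent: cytochrome c trigger plus (Z-DEVD)2-Rh110 caspase-3 substrate; Times: compound with Apaf-1, dATP, procaspase-3 30 min, then 50 min reaction, room temperature; Technique: Rh110 fluorescence intensity.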
# * marks the source's active call; other numbers are inactive results; . = not tested or not shown; & = joins results of further samples.
SMILES,SENP8 block-1,NLRP3 yeast inh,SENP8 block-2,PfG6PD inh,SENP6 inh,SENP1 inh,HKDC1 inhibitor,SENP7 inh,Apaf1 inhib
COc1ccccc1NS(=O)(=O)c1cccc(C(=O)NCC(c2ccco2)N2CCCC2)c1 (stereo not given),6,11,-11,-7,-2,-3,0,-2,20
Cc1cc(NC(=O)c2sc(Nc3cccc(C(F)(F)F)c3)nc2N)no1,18,-1,2,-7,-3,-4,2,-1,6
COc1ccc(Cc2nc(N)nc(N)n2)cc1,2,-6,-10,-7,7,3,-1,-7,-6
COCCCNS(=O)(=O)c1ccccc1,17,13,2,-4,-1,1,-8,3,-18
O=C(c1ccccc1)c1cnc(Nc2ccc(Cl)c(Cl)c2)s1,-270,0,-14,-3,-6,-73,1,-8,-5
COc1cccc(-n2nnnc2S(C)(=O)=O)c1,32,-21,-5,-5,-5,1,-3,0,5
CC1Cc2ccccc2N1C1=CC(=O)CCC1 (stereo not given),5,10,7,1,2,-6,-2,3,-8
O=C(Nc1cccnc1)OCc1ccccc1,-2,29,2,-11,9,2,-3,7,-6
COc1ccc(/C=N/Nc2cc(C)nc(NS(=O)(=O)c3ccc(C)cc3)n2)cc1,-138,-2,5,-12,-2,0,13,-1,14
CCOc1cccc(/C(O)=C2/C(=O)C(=O)N(Cc3cccnc3)C2c2ccco2)c1 (stereo not given),36,-7,5,-8,-2,-4,0,0,5
CC(=O)Nc1ccc(NC(=S)NC(=O)C2CCCC2)cc1,6,1,-5,9,5,2,1,7,7
COc1ccc(-n2nc(C(=O)N3CCN(Cc4ccc5c(c4)OCO5)CC3)c3ccccc3c2=O)cc1,-195,10,-4,-1,-7,1,1,-11,17
COC(=O)[C@H](C)NC(=O)Nc1cccc(Br)c1,18,18,-4,-5,-2,0,-4,-4,-17
Cc1nc(N2CCOCC2)nc(OCCN2CCOCC2)c1[N+](=O)[O-],13,-11,-1,1,-9,1,-9,-2,-5
Cc1ccccc1C(=O)NNC(=O)/C=C\C(=O)O,17,-16,-7,-5,-13,0,-9,-4,0
CN(C(=O)c1cccc(NC(=O)Cc2cccc(NC(=O)C3CCN(C(=O)C4CC4)CC3)c2)c1)C1CC1,11,.,.,-10,.,1,5,.,.
O=c1c(-c2ccco2)[n+]([O-])c2ccccc2n1OCc1ccccc1F,-90,-13,-3,20,-8,-40,-3,4,-5
Cc1ccccc1NC(=O)COC(=O)CCc1c[nH]c2ccccc12,5,10,-6,-10,12,3,1,7,5
COc1cccc(NS(=O)(=O)c2csc(C(N)=O)c2)c1,14,11,-2,-11,-8,0,5,-3,-2
Cc1cccc2cc(C#N)c(NCCNC(=S)NCCCN3CCOCC3)nc12,-315,17,10,7,2,-96,-3,2,1
Cc1cc(Cl)ccc1Oc1ccccc1C(=O)CC#N,4,2,5,-19,11,-6,-2,12,8
CSc1nc(-c2ccccc2)nn1C(=O)c1ccc(C)cc1,30,21,-9,7,-6,2,0,2,3
O=C(O/N=C(\c1ccccc1)c1ccncc1)c1ccccc1F,8,10,-5,1,-12,5,-5,0,6
CCNC(=O)CN1C(=O)NC2(CCOc3ccccc32)C1=O (stereo not given),2,1,-8,-10,-8,-1,-4,7,4
O=C(O)c1cc(S(=O)(=O)N2CCOCC2)ccc1N1CCOCC1,8,14,-8,-2,-2,5,-4,0,1
# New compounds follow:
SMILES,SENP8 block-1,NLRP3 yeast inh,SENP8 block-2,PfG6PD inh,SENP6 inh,SENP1 inh,HKDC1 inhibitor,SENP7 inh,Apaf1 inhib
Cc1ccc(S(=O)(=O)Nc2cc(C)nn2-c2ccccc2)cc1,13,2,2,-6,-10,-2,1,-5,11
O=C(O)c1cc(S(=O)(=O)N2CCN(C(=O)c3ccco3)CC2)c(Cl)cc1Cl,12,-2,12,-7,-26,0,4,5,1
CCOC(=O)N1CCN(S(=O)(=O)c2ccc(C)cc2)C1c1ccccc1 (stereo not given),11,12,-1,-2,-11,1,-1,-3,7
CN(C)/C=C/C(=O)c1ccc(N2CCN(c3ncc(C(F)(F)F)cc3Cl)CC2)cc1,-387,11,9,5,2,-23,0,7,13
CCCCOc1ccc(C(=O)Oc2cccnc2)cc1,8,50,-11,-10,-34,3,5,0,6
COc1ccc2c(CC(=O)OCC(=O)c3ccccc3OC)coc2c1,5,33,-8,-2,-12,1,5,-6,16
CCOC(=O)c1ccc(Oc2coc3cc(O)ccc3c2=O)cc1,-296,-11,-2,-39,16,-9,-1,4,4
C/C(NCC(C)(C)CN(C)C)=C(/C#N)C(=O)NCc1ccccc1,20,5,-3,7,5,-3,0,3,0
Cc1cccc(C)c1NC(=O)COC(=O)CCc1c[nH]c2ccccc12,4,11,2,3,-14,3,-4,10,-3
CCN(CC)CC#CCC(O)(c1ccccc1)C1CCCC1 (stereo not given),17,24,-4,-26,-1,3,-6,2,0
CN(C)S(=O)(=O)c1ccc(Cl)c(NC(=O)COC(=O)/C=C/c2cnc3ccccc3n2)c1,-5,6,-15,-15,-24,0,0,-3,-1
CC(C)CSC1=NSC2=NC(=O)/C(=C\c3coc4ccccc4c3=O)C(=N)N12,-354,3,28,-24,18,-28,3,15,12
CCc1nn(CC(=O)NCCCN2CCc3ccccc3C2)c(=O)c2cc3sccc3n12,-2,22,6,4,-11,-59,3,-1,16
O=C(CCn1c(=O)oc2ccccc21)NCCCN1CCCC1=O,15,16,3,1,-14,1,-5,2,6
COc1ccc2cc(C(=O)C3CCCN(C(=O)c4cc(=O)n(C)c(=O)n4C)C3)ccc2c1 (stereo not given),-364,29,-10,7,-32,0,-8,-6,-3
COc1ccc(C2C(C#N)=C(N)Oc3cc(O)ccc32)cc1 (stereo not given),-43,.,.,-7,.,-27,1,.,.
CC1(C)CCSC(/C=C/c2ccccc2)=N1,12,86*,-4,-7,-12,-1,10,2,2
O=C(COc1ccc(-c2nnco2)cc1)NC1CCS(=O)(=O)C1 (stereo not given),4,9,2,-2,13,2,-5,1,1
CS(=O)(=O)c1ccc2nc(NC(=O)CN3CCN(Cc4ccccc4)CC3)sc2c1,18,0,-3,6,-13,-7,-6,-11,7
O=C(NC1CCCCC1)c1ccc(N2CCOCC2)c([N+](=O)[O-])c1,20,-2,-2,26,0,-1,-4,-6,2
Cn1ncc(Cl)c1C(=O)N1CCOCC1,-4,16,6,-9,6,3,-8,0,-7
O=C(Nc1ccon1)c1cccc(S(=O)(=O)N2CCCCC2)c1,5,-1,-1,-23,-23,-1,3,-4,1
COC(=O)c1ccccc1S(=O)(=O)N1CCC(C(=O)NC2CCCCC2)CC1,9,11,-7,6,-7,0,-6,4,5
Cc1c(CN2CCC(CO)(CC3CCCCO3)CC2)cnn1C (stereo not given),7,-15,-12,-5,-10,0,-4,-6,-2
CN(C)c1ccnc(-n2cccc2/C=N/OCc2cccc(F)c2)c1C#N,0,18,-3,-9,-27,-1,3,-10,12

# 3 consecutive compounds from above, quoted:
SMILES,SENP8 block-1,NLRP3 yeast inh,SENP8 block-2,PfG6PD inh,SENP6 inh,SENP1 inh,HKDC1 inhibitor,SENP7 inh,Apaf1 inhib
Cc1ccc(S(=O)(=O)Nc2cc(C)nn2-c2ccccc2)cc1,13,2,2,-6,-10,-2,1,-5,11
O=C(O)c1cc(S(=O)(=O)N2CCN(C(=O)c3ccco3)CC2)c(Cl)cc1Cl,12,-2,12,-7,-26,0,4,5,1
CCOC(=O)N1CCN(S(=O)(=O)c2ccc(C)cc2)C1c1ccccc1 (stereo not given),11,12,-1,-2,-11,1,-1,-3,7

# Back to the main list, repeating the 3 entries before the break.
SMILES,SENP8 block-1,NLRP3 yeast inh,SENP8 block-2,PfG6PD inh,SENP6 inh,SENP1 inh,HKDC1 inhibitor,SENP7 inh,Apaf1 inhib
COC(=O)c1ccccc1S(=O)(=O)N1CCC(C(=O)NC2CCCCC2)CC1,9,11,-7,6,-7,0,-6,4,5
Cc1c(CN2CCC(CO)(CC3CCCCO3)CC2)cnn1C (stereo not given),7,-15,-12,-5,-10,0,-4,-6,-2
CN(C)c1ccnc(-n2cccc2/C=N/OCc2cccc(F)c2)c1C#N,0,18,-3,-9,-27,-1,3,-10,12
COC(=O)c1nc2n(n1)C(c1ccccc1OC)C1=C(CCCC1=O)N2 (stereo not given),12,10,4,14,-12,0,-5,-5,-1
C/C(CC(C)C)=N/Nc1ccc([N+](=O)[O-])cc1[N+](=O)[O-],34,20,0,11,-26,3,5,-2,0
COc1cc(NC(=O)C2CCC(CNc3c(N4CCC(C)CC4)c(=O)c3=O)CC2)cc(OC)c1 (stereo not given),11&5,-6,3,10&-3,-10,2&0,-5&-3,16,6
Clc1ccc(-c2noc3c2-c2nc(Cc4cccc5ccccc45)sc2CC3)cc1,18,-7,-5,11,7,1,2,6,1
Cc1nc(SCC#N)c2c(C)c(C)sc2n1,23,18,2,10,-25,1,1,1,4
COc1cc(/C=N/n2cnnc2)ccc1OS(=O)(=O)c1ccccc1[N+](=O)[O-],17,-4,5,8,1,2,-2,5,-5
CN(CCO)CC(O)CN(c1ccccc1)c1ccccc1 (stereo not given),16,1,-4,-5,-6,1,0,-4,-7
COc1ccccc1N1CCN(C2CCCCC2NS(=O)(=O)c2ccc(Cl)cc2)CC1 (stereo not given),-5,13,-11,2,-11,3,-4,-10,20
CC(NC(=O)[C@H](C)NC(=O)c1ccco1)c1ccc(S(N)(=O)=O)cc1 (stereo not given in full),-2,28,-4,2,-24,0,-8,-1,-1
O=S(=O)(c1ccc(Br)s1)N1CCN(c2ncccn2)CC1,-3,40,-5,-3,4,-9,1,-3,-4
O=C(CSc1ccccc1F)NNC(=O)c1ccncc1,12,-3,-9,-3,-17,3,-5,-3,1
CC(=O)OC1CCC(OC(C)=O)c2c1n([O-])c(C)c(C)[n+]2=O (stereo not given),28,3,3,-6,-8,0,-6,-4,1
CCOC(=O)Cc1csc(SCn2nnc3ccccc3c2=O)n1,24,8,-8,-5,-19,1,-3,-13,2
O=C(Cn1ncc2c([nH]c3ccccc32)c1=O)N1CCc2ccccc2C1,2,7,0,-3,7,0,-6,-2,-4
CCOC(=O)C(NCCCO)c1ccccc1 (stereo not given),10,10,5,-5,-1,1,-7,1,-12
COc1ccc(N(CC(=O)NCCC2=CCCCC2)S(=O)(=O)c2ccc(C)cc2)cc1OC,12,6,-5,11,4,3,1,0,1
CS(=O)(=O)Nc1ccc(C2=NN(C(=O)c3ccccc3)C(c3cccs3)C2)cc1 (stereo not given),0,11,1,-5,-5,-2,-1,7,11

# Screening results from PubChem BioAssay.
